RSV antiviral HEp-2: RSV antiviral activity via CPE protection, HEp-2 cells, primary 10 µM value included (AID 2391). HEp-2 cells, RSV-induced CPE inhibition; higher % means a stronger effect. 0.13% of 310,000 active. CPE inhibition, % at 10 µM, or IC50 in µM where a hit was titrated; in the data active = a potency from the dose series; inconclusive = CPE inhibition mostly from about 23% at the one dose, without a potency; inactive = the rest, 99 in 100 with CPE inhibition below about 21%; note: strong numbers were not always called active
West Nile antiviral: inhibition of WNV-induced cytopathic effect – cell-based, CPE readout (AID 1621); West Nile virus-infected cells, CPE inhibition; higher % means a stronger effect; CPE inhibition, % at 10 µM; hits with a dose series show IC50 in µM; 0.02% of 290,000 active; in the data active = a potency from the dose series; inconclusive = CPE inhibition mostly from about 3.7% at the one dose, without a potency; inactive = the rest, 99 in 100 with CPE inhibition below about 2.2%; note: strong numbers were not always called active
K1F lysis inhibition: inhibition of K1F phage lysis, E. coli UTI89, bacterial capsule biogenesis inhibitors, alamar blue (AID 488966); E. coli UTI89 K1F phage lysis, alamar blue, 2 h; higher % means a stronger effect; one-dose inhibition, % at 100 µM; IC50 in µM for titrated hits; 0.02% of 340,000 active;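 active = phage lysis inhibition, versus mean bacterial control, above a set limit; inconclusive = no clear call, values can overlap the other calls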;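 note: capsule biogenesis inhibitors block K1F phage lysis so surviving cells raise fluorescence; higher fluorescence means more inhibition of phage lysis; actives were called in the ten point dose series up to 300 µM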
NTR1 ag: agonists of NTR1, primary screen, imaging, U2OS cells, beta-arrestin-GFP, high content (AID 493036). NTR1-U2OS beta-arrestin-GFP spot imaging, agonist mode. P30989. 0.17% of 330,000 active. activation, % at 20 µM;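 active = activation at or above 40% of the spot to cytoplasm intensity ratio, with at least 20 cells analyzed; inconclusive = wells under 20 cells, flagged as cytotoxic or low count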;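 note: 0% = DMSO without peptide and 100% = 100 nM NTR1 peptide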
Target sequence (P30989 whole entry, looked up): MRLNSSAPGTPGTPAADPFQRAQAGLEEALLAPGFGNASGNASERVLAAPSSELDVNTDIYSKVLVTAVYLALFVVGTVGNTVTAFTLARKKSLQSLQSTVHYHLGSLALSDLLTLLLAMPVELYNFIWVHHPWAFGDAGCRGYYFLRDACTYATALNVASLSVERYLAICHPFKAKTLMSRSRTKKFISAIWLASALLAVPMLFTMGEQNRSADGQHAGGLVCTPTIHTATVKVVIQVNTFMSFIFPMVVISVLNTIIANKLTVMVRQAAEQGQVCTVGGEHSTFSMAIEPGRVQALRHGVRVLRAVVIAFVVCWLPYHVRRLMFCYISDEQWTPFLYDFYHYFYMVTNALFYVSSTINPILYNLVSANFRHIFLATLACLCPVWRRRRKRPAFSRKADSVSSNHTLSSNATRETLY
Large T inhibition: TAg ATPase/helicase activity blockers – biochemical (AID 1903). 0.39% of 310,000 active. inhibition, % at 20 µM; hits with a dose series show IC50 in µM. SV40 large T antigen ATPase/helicase inhibition assay; higher % means a stronger effect; in the data active = a potency from the dose series; inconclusive = inhibition mostly from about 32% at the one dose, without a potency; inactive = the rest, 99 in 100 with inhibition below about 32%; note: strong numbers were not always called active
AID2073: inhibitors of Mint1-CaV2.2 protein interaction, biochemical, HTRF (AID 2073); 0.19% of 290,000 active; inhibition, % at 20 µM, or IC50 in µM where a hit was titrated; HTRF protein-protein interaction, Mint1-CaV2.2; higher % means a stronger effect; in the data active = inhibition mostly above about 51%, no sharp cut-off; inconclusive = no clear call, values can overlap the other calls; inactive = mostly below about 53%; note: some results filed as inactive read as strong as hits
SIAH1 antagonists: Siah-1 peptide-binding antagonists, primary screen, biochemical, fluorescence polarization, rhodamine-plectin, uHTS (AID 1817); displacement, % at 20 µM, or IC50 in µM where a hit was titrated; Siah-1 / rhodamine-plectin peptide fluorescence polarization; higher % means a stronger effect; 0.02% of 290,000 active;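 active = displacement of at least 50% at 20 µM, with a fluorescence ratio check between 0.3 and a set limit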;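 note: plate controls were Siah plus tracer with DMSO for no effect and tracer alone without Siah for full effect; strong numbers were not always called active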
Rac1 GTP hydrolysis: MgcRacGAP GTPase-activating activity inhibitors, confirmation, biochemical, ADP Hunter fluorescence; MgcRacGAP-stimulated Rac1 GTP hydrolysis, ADP Hunter fluorescence; higher % means a stronger effect; GST-tagged Rac1 F28L mutant substrate; inhibition, % at 30 µM; hits with a dose series show IC50 in µM; 0.6% of 340,000 active; AID 624330;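 active = first-screen hits whose inhibition reached a set limit at any dose in the follow-up dose series; inconclusive = inhibition above the set first-screen limit but never retested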;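 note: fluorescence reports GDP produced by GAP-driven GTP hydrolysis; strong numbers were not always called active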
Dengue-2 NS5 capping: Dengue-2 NS5 methyltransferase inhibitors, primary screen, biochemical, confirmation dose response (AID 588689). Dengue-2 NS5 methyltransferase capping enzyme assay, biochemical; higher % means a stronger effect. inhibition, % at 25 µM, or IC50 in µM where a hit was titrated. 0.3% of 340,000 active; in the data active = a potency from the dose series; inconclusive = inhibition above about 29% without an active follow-up result
NTR1 ag cell count 20 µM: further read-out of NTR1 ag, marked with its call; cell count; measured here: cell count, cytotoxicity flag
Dengue-2 NS5 capping pilot replicate: also measured in Dengue-2 NS5 capping; calls as there; inhibition, %; measured here: pilot screen replicate inhibition
Numbers without * were called inactive; i = inactive; u = inconclusive; x = not tested or not shown; [ ] = dose if it differs, or a comment.

SMILES	RSV antiviral HEp-2	West Nile antiviral	K1F lysis inhibition	NTR1 ag	NTR1 ag cell count 20 µM	Large T inhibition	AID2073	SIAH1 antagonists	Rac1 GTP hydrolysis	Dengue-2 NS5 capping	others
N#CC1=C2SCN(Cc3ccco3)CN2C(=O)CC1c1ccc(Cl)cc1 (stereo not drawn)	0.3%	-0.6%	0.4%	2.2	71	>100µM*	81%	2%	20%	14%	Dengue-2 NS5 capping pilot replicate=18
Cc1ccc(/C=C/C(=O)c2nc3ccccc3[nH]2)cc1	29%	-0.1%	1.9%	26	101	6%	0%	2%	5%	-21%
Cc1ccc(S(=O)(=O)N2CCN(S(C)(=O)=O)C2)cc1	3.7%	-0.1%	-1.1%	-0.3	50	5%	-4%	0%	-5%	-3%
Cc1cccc(NC(=O)CC(=O)Nc2cccc(C)c2)c1	0.2%	-0.1%	-0.2%	2.5	88	17%	7%	3%	x	3%
S=C1COC(c2ccccc2)N1c1ccccc1 (stereo not drawn)	1.4%	-0.2%	0.1%	0.7	101	5%	10%	14%	2%	1%
COCCNS(=O)(=O)c1cc(F)ccc1OC	1.6%	0.1%	4.3%	1.9	51	25%	-1%	1%	1%	-8%
COc1ccc(-c2ccnc(SCC(=O)c3ccc(OC)c(OC)c3)n2)cc1	0.9%	-0.1%	2.8%[50 µM]	3.4	59	2%	15%	9%	9%	0%
O=C(COc1ncnc2ccccc12)NCCc1ccc(F)cc1	1.3%	0.0%	5.6%	1.0	54	-1%	3%	-5%	5%	-6%
CN1CCN(C(=O)c2ccc(COc3cc(Cl)ccc3Cl)o2)CC1	-0.3%	-1.1%	0.1%	-0.7	41	9%	-1%	-4%	2%	1%
O=C(CN(Cc1ccc(Br)cc1)S(=O)(=O)c1ccccc1)NCc1ccccn1	1.7%	-1.2%	-0.1%	0.3	55	15%	1%	3%	12%	5%
COc1ccc(-c2c(C)nn3c(N4CCC5(CC4)OCCO5)cc(C)nc23)cc1OC	4.4%	0.6%	1.4%	-0.7	93	7%	-4%	6%	5%	-6%
COC(=O)C1=C(C)Nc2[nH]c(=S)[nH]c(=O)c2C1c1ccc(OC)cc1 (stereo not drawn)	1.9%	-0.2%	-0.2%	-2.0	70	16%	3%	20%	9%	-3%
C=C(C)C1CC=C(C)/C(=N/NC(=O)COc2cccc3ccccc23)C1 (stereo not drawn)	2.4%	-0.7%	0.2%	9.9	77	5%	0%	2%	2%	4%
CN(c1ccc(S(=O)(=O)N2CCOCC2)cn1)C1CCCCC1	u	0.1%	0.5%	-1.1	61	-1%	-6%	0%	4%	-6%
Cc1ccc(CN2C(=O)CSc3ccc(C(=O)NC4CC4)cc32)cc1	-0.4%	-0.7%	0.2%	-0.7	45	4%	0%	0%	-1%	-4%
Cc1ccc(-c2nc3ccccc3s2)cc1S(=O)(=O)N1CCOCC1	1.9%	-0.2%	1.5%	3.5	73	11%	-5%	2%	8%	-2%
O=C(O)CCCCCn1c(SCc2cc(=O)n3ccccc3n2)nc2ccsc2c1=O	7.4%	0.1%	5.4%	1.6	52	11%	-6%	-3%	3%	-8%
COc1cc(C)ccc1OCC(=O)Nc1ccc2c(c1)OCO2	1.9%	x	1.2%[50 µM]	-1.9	52	x	x	x	5%	-1%
CCOC(=O)CSc1nc(-c2ccccc2)nc2ccccc12	1.3%	0.2%	0.7%	7.0	51	1%	19%	4%	4%	-3%	Dengue-2 NS5 capping pilot replicate=1.8
Cc1ccc(S(=O)(=O)Nc2nc(CN3CCOCC3)nc3sc(C)c(C)c23)cc1	x	x	-0.4%[50 µM]	-1.7	50	x	x	x	3%	-9%
O=C(Nc1ccccc1F)C1COc2ccccc2O1 (stereo not drawn)	1.4%	1.1%	-0.6%	-1.4	67	4%	-6%	1%	6%	x
CN(C(=O)COC(=O)CCC(=O)c1ccc(F)cc1)C1CCCCC1	x	x	2.1%	-1.1	56	x	x	x	6%	-4%
CN(C)/C=c1\sc2c(C#N)cc(C(=O)c3ccc(Br)cc3)n2c1=O	0.9%	-0.4%	4.0%	4.7	80	0%	29%	2%	11%	4%
C#CCOCCOCCOCCNc1nc(N2CCN(C(=O)CCCCCCCCCCNC(=O)Cn3cc(C[C@@H](C)O)nn3)CC2)nc(N2CCN(C(=O)CCCCCCCCCCNC(=O)[C@@H](CCC(=O)O)n3cc(CCCCCN)nn3)CC2)n1	2.3%	x	-0.7%	2.6	86	12%	x	x	4%	-10%
O=C(CSc1nc2ccccc2s1)N1CCN(C(=O)c2ccco2)CC1	1.1%	-0.1%	-0.5%	-1.0	48	3%	-12%	-4%	11%	-9%

Quoted at random: 3 records from the list.
SMILES	RSV antiviral HEp-2	West Nile antiviral	K1F lysis inhibition	NTR1 ag	NTR1 ag cell count 20 µM	Large T inhibition	AID2073	SIAH1 antagonists	Rac1 GTP hydrolysis	Dengue-2 NS5 capping	others
CCOC(=O)CSc1nc(-c2ccccc2)nc2ccccc12	1.3%	0.2%	0.7%	7.0	51	1%	19%	4%	4%	-3%	Dengue-2 NS5 capping pilot replicate=1.8
C=C(C)C1CC=C(C)/C(=N/NC(=O)COc2cccc3ccccc23)C1 (stereo not drawn)	2.4%	-0.7%	0.2%	9.9	77	5%	0%	2%	2%	4%
Cc1ccc(/C=C/C(=O)c2nc3ccccc3[nH]2)cc1	29%	-0.1%	1.9%	26	101	6%	0%	2%	5%	-21%

Further records follow:
SMILES	RSV antiviral HEp-2	West Nile antiviral	K1F lysis inhibition	NTR1 ag	NTR1 ag cell count 20 µM	Large T inhibition	AID2073	SIAH1 antagonists	Rac1 GTP hydrolysis	Dengue-2 NS5 capping	others
COc1cc(C(=O)NCc2nnc(SCC(=O)N3CCCCCC3)o2)cc(OC)c1OC	0.1%	0.6%	1.7%	0.7	62	12%	-8%	0%	x	-4%
Cn1c(=O)[nH]c(=O)c2c1nc1n2CCCS1	1.0%	0.0%	0.1%	-0.1	56	11%	15%	0%	10%	-5%
COCCn1c(=O)c2c(nc3n2CC(C)CN3Cc2ccccc2)n(C)c1=O (stereo not drawn)	0.5%	-0.5%	0.1%	-0.4	65	18%	1%	4%	6%	6%
Cc1onc(-c2ccccc2Cl)c1C(=O)Nc1sc2c(c1C(N)=O)CCC(C)C2 (stereo not drawn)	39%	x	0.4%	10	78	6%	3%	7%	5%	-6%
CC1CCN(c2c(NCC3CCC(C(=O)NCc4ccc(F)cc4)CC3)c(=O)c2=O)CC1 (stereo not drawn)	0.4%	0.5%	0.0%	0.2	56	20%	11%	-4%	6%	-15%
COc1ccc(C(=O)c2sc(Nc3ccccc3)nc2C)cc1	11%	-0.9%	-0.1%	7.4	42	10%	12%	0%	x	-10%
CCc1oc(C(=O)OC)cc1CSC(=N)N	0.5%	0.7%	0.1%	0.1	55	16%	-14%	-3%	9%	7%
CCc1nnc(NS(=O)(=O)c2ccc(NC(=O)/C=C/C(=O)O)cc2)s1	1.4%	0.1%	0.2%	-0.5	65	3%	11%	13%	5%	-5%
CC(C)C(=O)Nc1ccc(C(=O)NCc2cccnc2)cc1	-0.5%	0.4%	0.9%	-0.8	41	0%	-7%	3%	6%	-7%
CCCCCCCCCCCCN1[C@@H](CC(C)=O)c2cc(C(F)(F)F)ccc2S1(=O)=O	4.0%	-0.7%	0.1%	1.9	47	2%	x	x	6%	-2%
CN(C)c1ccc(P(=O)(OC2CCCCC2)C(Nc2ccccc2)c2cccnc2)cc1 (stereo not drawn)	1.0%	-0.3%	x	-0.1	48	-1%	18%	-2%	x	x
Cc1ccc(-c2cc(-c3ccccc3Cl)[nH]n2)c(O)c1	9.8%	-0.6%	-7.3%	9.4	43	-3%	2%	6%	5%	-6%
Cc1nnsc1C(=O)NC(=O)Nc1ccc(F)c(Cl)c1	2.0%	0.2%	i	-0.4	45	2%	0%	1%	-8%	-12%
N/C(=N\OS(=O)(=O)c1ccccc1)c1ccccn1	2.8%	-0.6%	-0.3%[50 µM]	0.1	65	9%	4%	-2%	7%	-5%
Cc1c(C(=O)N(Cc2ccccc2Cl)C2CCS(=O)(=O)C2)oc2ccccc12 (stereo not drawn)	5.1%	-1.0%	6.3%	9.5	63	5%	-5%	1%	12%	-3%
Cn1c(Cc2ccc(Cl)cc2)nnc1SCC(=O)NC1CC1	0.0%	0.1%	-0.1%	-0.4	52	19%	3%	5%	8%	-2%
CC1C2CC(C(CN(C)C)/C2=N/O)C1(C)C (stereo not drawn)	0.9%	-0.1%	-0.1%	0.2	59	-1%	3%	2%	9%	-5%
O=C1CS/C(=N/N=C/c2cccs2)N1Cc1ccc(F)cc1	7.8%	-0.6%	x	0.4	53	2%	0%	1%	x	x
Cc1cc(C)nc(NS(=O)(=O)c2ccc(N/C=C\C(=O)c3cccs3)cc2)n1	0.6%	0.4%	-0.3%	-0.1	80	9%	9%	2%	1%	-10%
COC(=O)CCSCC(=O)Nc1nnc(C)s1	2.4%	-0.1%	-0.7%	0.3	55	9%	3%	2%	8%	-1%
O=c1ccc2ccccc2n1Cc1cccc(F)c1	0.0%	0.0%	0.0%	-1.5	96	8%	1%	3%	5%	0%
O=C(Nc1ccc(N2CCN(C(=O)c3ccc(Cl)cc3)CC2)cc1)c1cccnc1	0.7%	0.0%	0.5%	1.6	30	8%	-6%	-5%	12%	-5%
O=C(NNC(=O)c1cnccc1C(F)(F)F)c1cccc(Cl)c1	1.7%	0.0%	0.3%	1.3	38	6%	-1%	-1%	9%	-3%
CC(=O)O[C@H]1C[C@@]2(O)[C@@H](OC(=O)c3ccccc3)C3[C@@](C)([C@@H](O)C[C@H]4OC[C@@]34OC(C)=O)[C@@H](O)[C@H](OC(C)=O)C(=C1C)C2(C)C (stereo partly drawn)	2.0%	-0.7%	0.9%	-1.0	86	4%	4%	2%	-4%	-12%
Cc1nc(Cl)sc1C(=O)Nc1cccc(Cl)c1C	-0.5%	0.1%	1.1%[50 µM]	-0.1	78	15%	-3%	8%	10%	-3%
CC(=O)c1ccc2c(c1)OCCOCCOc1ccc(C(C)=O)cc1OCCOCCO2	2.1%	0.4%	-1.6%	-1.2	56	3%	-2%	6%	10%	9%
CCOCCCNC(=O)C1CCCN1S(=O)(=O)c1ccc(Cl)cc1 (stereo not drawn)	1.0%	-0.2%	0.5%	-1.2	71	17%	-7%	4%	3%	-3%
Cc1occc1C(=O)N1CCC2(CCCN(Cc3ccc(F)c(F)c3)C2)C1 (stereo not drawn)	-0.2%	-1.1%	0.2%	0.1	64	12%	4%	0%	-3%	2%
COc1ccc(C(=O)Nc2ccc(NC(=O)c3cccc(F)c3)cn2)cc1	1.5%	0.1%	-0.1%	3.8	56	1%	40%	17%	1%	0%

Screening results: PubChem, several laboratories
